LEDGF integ inh – blockers of LEDGF/p75-dependent integrase strand transfer – biochemical, TR-FRET, high throughput, primary screen; inhibition, % at 3.7 µM; HIV-1 integrase (with human LEDGF/p75); TR-FRET IN-LEDGF/p75 DNA integration, Eu/Cy5; 370,000 compounds, 0.64% hits;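 active means inhibition above the screen-wide mean plus 3 SD, cut at about 13% in these data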;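 further: signal is the Cy5 over europium emission ratio at 671 and 618 nm; 0% = plate median of compound wells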
DDE Tn6 FP inh – inhibitors of Tn6 peptide binding to fibrin DD(E), primary screen, biochemical, fluorescence polarization, human fibrin, Tn6 probe. Fibrin DD(E) TRITC-Tn6 fluorescence polarization displacement. inhibition, % at 8.3 µM. 370,000 compounds, 0.21% hits. AID 720509, 2013;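 active means inhibition above a per-campaign cutoff: mean of compounds within control limits plus 3 SD, cut at about 15% in these data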;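 further: 0% = median of all compound wells on the plate and 100% = blocking peptide control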
TDP2 absorb – human TDP2 enzyme inhibitors, primary screen, biochemical, epi absorbance, recombinant enzyme | 370,000 compounds, 0.34% hits | T5PNP hydrolysis, p-nitrophenol absorbance 415 nm | Tyrosyl-DNA phosphodiesterase 2 (Homo sapiens), O95551 | inhibition, % at 12.8 µM;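 active means inhibition above the mean of all tested compounds plus 3 SD, set per campaign, cut at about 25% in these data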;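 further: 0% = DMSO with enzyme and 100% = buffer with substrate but no TDP2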
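System – recombinant human TDP2 · Quantity – TDP2 enzyme at 120 nM final · Doses – single concentration, 12.8 µM nominal, with 1% DMSO · Incubation – 2 h at 37 °C · Measured by – epi absorbance of p-nitrophenol freed from T5PNP by hydrolysis · Read-out – % inhibition relative to enzyme-containing and enzyme-free wells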
proKLK7 act – proKLK7 zymogen activators, primary screen, biochemical, fluorescence intensity; Kallikrein-7 (Homo sapiens), P49862; activation, % at 7 µM; purified proKLK7, EDANS-DABCYL substrate fluorescence; 100% is mature enzyme control, 0% vehicle; 370,000 compounds, 0.9% hits;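 active means activation above the mean of all tested compounds plus 3 SD, computed per campaign excluding outliers beyond control limits, cut at about 13% in these data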
Target sequence (P49862 whole entry, looked up): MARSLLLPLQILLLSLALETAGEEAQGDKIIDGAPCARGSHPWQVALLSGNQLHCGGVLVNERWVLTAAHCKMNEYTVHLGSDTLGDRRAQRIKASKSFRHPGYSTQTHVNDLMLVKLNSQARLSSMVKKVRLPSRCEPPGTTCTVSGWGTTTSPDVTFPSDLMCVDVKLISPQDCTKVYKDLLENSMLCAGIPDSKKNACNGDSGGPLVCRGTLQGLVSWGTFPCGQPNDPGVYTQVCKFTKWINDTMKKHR
PLC-gamma1 inh – PLC-gamma1 enzyme inhibitors, primary screen, biochemical, fluorescence, purified enzyme; 1-phosphatidylinositol 4,5-bisphosphate phosphodiesterase gamma-1 (Homo sapiens), P19174; inhibition, % at 12.2 µM; 370,000 compounds, 0.84% hits; AID 720700, 2013; fluorogenic substrate; in the data active means inhibition above about 9.5%
Tn7 DDE FP – inhibitors of Tn7 peptide binding to fibrin DD(E), primary screen, biochemical, fluorescence polarization, human fibrin, Tn7 probe. Fibrinogen beta chain (Homo sapiens), P02675. FP displacement of FITC-Tn7 peptide from fibrin DD(E); 0% = median of compound wells per plate. inhibition, % at 8.3 µM. 370,000 compounds, 0.13% hits;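 active means inhibition above the mean of compounds falling within the control limits plus 3 SD of them, cut at about 14% in these data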;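 further: 0% = plate median of compound wells and 100% = 10 µM Aha-Tn7 peptide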
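assay system = human clot-derived fibrin DD(E) complex | quantity = Fibrin-DD(E) at 2 µM final | timing = 10 min preincubation, 3 h with tracer, room temperature | signal = fluorescence polarization | measure = percent inhibition | benchmarks = high control wells with 10 µM unlabelled Aha-Tn7 peptide (full inhibition) | replicates = singlicate testing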
ASAP1 GAP inh – inhibitors of human ASAP1 ArfGAP activity, primary screen, biochemical, fluorescence polarization. Arf-GAP with SH3 domain, ANK repeat and PH domain-containing protein 1 (Homo sapiens), …. ASAP1-stimulated ARF1 GTP hydrolysis, GDP FP detection. inhibition, % at 16.5 µM. 360,000 compounds, 0.19% hits; in the data active means inhibition above about 25%;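 further: 0% = vehicle with enzyme and substrate and 100% = no enzyme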
ADAM10 inh – human ADAM10 inhibitors, primary screen, biochemical, QFRET, HTS | inhibition, % at 7 µM | Disintegrin and metalloproteinase domain-containing protein 10 (Homo sapiens), O14672 | 370,000 compounds, 0.62% hits | recombinant ADAM10, EDANS/DABCYL FRET peptide cleavage, 3 h;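 active means inhibition above a per-campaign cutoff equal to the mean of compounds falling between control-based bounds plus 3 SD, cut at about 20% in these data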;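 further: 0% = DMSO wells while the 100% control is not disclosed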
ARFGAP1 inhibitor – inhibitors of rat ARFGAP1 GAP activity, primary screen, biochemical, fluorescence polarization, GDP tracer; inhibition, % at 16.5 µM; ADP-ribosylation factor GTPase-activating protein 1 (Rattus norvegicus), Q62848; 360,000 compounds, 0.26% hits; Arfgap1-stimulated ARF1 GTP hydrolysis, GDP FP detection;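 active means inhibition above a per-plate limit, mean inhibition of low control wells plus 3 SD, cut at about 25% in these data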;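 further: 0% = DMSO wells with enzyme and 100% = wells lacking Arfgap1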
Target sequence (Q62848 1-136 limits assumed): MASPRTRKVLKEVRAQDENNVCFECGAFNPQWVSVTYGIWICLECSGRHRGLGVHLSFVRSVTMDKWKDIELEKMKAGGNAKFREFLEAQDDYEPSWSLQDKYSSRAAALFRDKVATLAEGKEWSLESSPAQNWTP
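system = rat Arfgap1 catalytic domain, aa 1-136 | technique = FP, GDP Alexa 633 tracer displaced from anti-GDP antibody, 620/688 nm | compound = one concentration, 16.5 µM, DMSO 1.26% | medium = HEPES-based buffer, pH 7.5 | timing = compound-enzyme preincubation 20 min, reaction 120 min, detection 60 min, 25 °C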
ADAM17 inh – ADAM17 inhibitors, primary screen, biochemical, QFRET; 370,000 compounds, 0.83% hits; recombinant ADAM17, EDANS/DABCYL FRET peptide cleavage; inhibition, % at 6.95 µM;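 active means inhibition above the mean of compounds lying between control limits plus 3 SD, set per campaign, cut at about 8.5% in these data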;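 further: 0% = DMSO-only wells as the low control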
Target sequence (P78536 215-824 limits assumed): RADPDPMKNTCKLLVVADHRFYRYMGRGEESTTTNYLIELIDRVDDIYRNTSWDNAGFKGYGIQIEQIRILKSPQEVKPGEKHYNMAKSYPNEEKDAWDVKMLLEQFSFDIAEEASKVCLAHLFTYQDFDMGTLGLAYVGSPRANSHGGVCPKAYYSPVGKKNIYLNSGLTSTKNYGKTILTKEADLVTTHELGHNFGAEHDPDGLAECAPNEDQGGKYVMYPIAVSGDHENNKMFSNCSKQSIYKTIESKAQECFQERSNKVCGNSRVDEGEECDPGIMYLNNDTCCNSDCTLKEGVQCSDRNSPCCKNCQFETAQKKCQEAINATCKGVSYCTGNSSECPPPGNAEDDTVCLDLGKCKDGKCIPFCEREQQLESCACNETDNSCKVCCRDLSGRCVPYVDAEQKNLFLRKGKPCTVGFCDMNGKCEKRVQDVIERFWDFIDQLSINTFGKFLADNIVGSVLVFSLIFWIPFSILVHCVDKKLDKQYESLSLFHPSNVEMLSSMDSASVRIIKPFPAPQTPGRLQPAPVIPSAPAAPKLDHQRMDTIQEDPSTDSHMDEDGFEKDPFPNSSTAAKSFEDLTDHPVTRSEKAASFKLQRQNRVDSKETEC
* = called active by the depositor. Only part of the results is shown. The share of hits here may be higher or lower than overall.

# | structure | LEDGF integ inh | DDE Tn6 FP inh | TDP2 absorb | proKLK7 act | PLC-gamma1 inh
1 | O=C(CN1C(=O)COc2ccccc21)N1CCC2(CC1)OCCO2 | -1 | 3 | 8 | 0.4 | -1
2 | CCOP(=O)(C(NC(=O)c1ccccc1Cl)=C(Cl)Cl)c1ccccc1 (stereo not given) | -1 | 6 | -3 | -0.3 | 0
3 | Nc1cc(Cl)cc(Cl)c1 | 5 | 6 | -3 | -0.7 | 4
4 | CCCCc1ccc(NC2=NCCCS2)cc1 | -6 | -3 | -4 | 0.1 | 0
5 | CN1CCN(c2nc3ccccc3o2)CC1 | 3 | 10 | 11 | 0.1 | 1
6 | N=C1c2ccccc2CN1c1cccc([N+](=O)[O-])c1 | 5 | -3 | -1 | -0.4 | 2
7 | CCCCCCCSc1cc(OC)c(CCNC)cc1OC | 0 | -9 | -11 | 0.1 | 6
8 | C[N+](C)(N)CCOC(=O)C(O)(c1ccccc1)C1CCCCC1 (stereo not given) | -2 | -1 | 0 | 0.1 | 4
9 | CCCCC(=O)N/N=C/c1c(O)n(CCC2=CCCCC2)c(=O)[nH]c1=O | 0 | 7 | -6 | 0.6 | -2
10 | CCOC(=O)CNC(=S)N1CC2C[C@@H](C1)Cn1c2cccc1=O | -1 | -11 | 2 | 0.2 | 2

# | Tn7 DDE FP | ASAP1 GAP inh | ADAM10 inh | ARFGAP1 inhibitor | ADAM17 inh
1 | -6 | -2 | -11 | -5 | -3
2 | 5 | -1 | -1 | 18 | -1
3 | -3 | -4 | 2 | 1 | -3
4 | -1 | -5 | 0 | 2 | -8
5 | -2 | -15 | -1 | 6 | -1
6 | -7 | -1 | -2 | 5 | 1
7 | -4 | -23 | 0 | -7 | -2
8 | 4 | 4 | 0 | 6 | -3
9 | 2 | 11 | 2 | -2 | 1
10 | -6 | 4 | 3 | 4 | 7

# | structure | LEDGF integ inh | DDE Tn6 FP inh | TDP2 absorb | proKLK7 act | PLC-gamma1 inh
11 | COc1ccccc1N1CCN(Cc2ccccc2Cl)CC1 | -3 | 3 | -5 | 0.3 | 1
12 | COC(=O)C1=C(c2ccc(OCc3ccccc3)c(F)c2)C[C@@H]2CC[C@H]1N2C | 5 | -4 | -3 | 0.6 | 13*
13 | COC(=O)C(c1ccccc1)N1CCCCCC1 (stereo not given) | -2 | 2 | 0 | -0.1 | -3
14 | Fc1ccc2c(c1)nnn2C1CCN(Cc2nnnn2C2CCCCC2)CC1 | 4 | 2 | -1 | -0.1 | 1
15 | CCc1nn(CC(=O)N2CCC3(CC2)OCCO3)c(=O)c2cccn12 | 1 | 5 | -3 | 0.1 | 6
16 | NC(=O)c1c(Br)n(C2OC(CO)C(O)C2O)c2ncnc(N)c12 (stereo not given) | 4 | 7 | 6 | 0.5 | 0
17 | N#CC1(c2ccccc2)CCN(C2CC(=O)N(c3ccc4c(c3)OCO4)C2=O)CC1 (stereo not given) | 6 | 1 | -5 | -0.3 | 0
18 | CCOc1cc(CNCCc2ccccc2F)ccc1OC | 2 | -1 | 5 | 0.2 | 2
19 | COc1cc2c3cc1Oc1c(OC)c(OC)cc4c1[C@H](Cc1ccc(cc1)Oc1cc(ccc1O)C[C@H]3N(C)CC2)N(C)CC4 | -2 | 7 | -8 | -0.1 | 1
20 | CN1CCc2nc(SCc3cccc(Br)c3)c(C#N)cc2C1 | 2 | -1 | 6 | -4.0 | -44

# | Tn7 DDE FP | ASAP1 GAP inh | ADAM10 inh | ARFGAP1 inhibitor | ADAM17 inh
11 | 9 | 2 | 3 | 1 | 2
12 | -2 | -2 | 9 | 3 | 7
13 | 4 | 11 | -5 | 1 | -5
14 | 6 | -5 | -8 | -9 | -5
15 | -2 | 6 | 10 | 13 | 3
16 | 11 | -9 | 2 | -10 | 2
17 | -6 | -5 | -3 | 2 | 0
18 | 3 | 4 | -4 | 4 | -5
19 | 2 | 0 | 12 | -5 | 5
20 | 3 | 10 | -68 | -2 | -30

# | structure | LEDGF integ inh | DDE Tn6 FP inh | TDP2 absorb | proKLK7 act | PLC-gamma1 inh
21 | OC(CNCc1ccccc1)c1ccc(Cl)cc1 (stereo not given) | 0 | 0 | 5 | 0.2 | 5
22 | Cc1cccc(N2C(=O)CC(=O)NC2=O)c1 | 1 | 0 | 11 | 0.3 | -7
23 | COC(=O)C1=C(c2ccc(OC)c(OC)c2)C[C@@H]2CC[C@H]1N2C(=O)NCc1cc(C)oc1C(F)(F)F | 2 | 5 | -3 | 0.1 | 1
24 | COc1ccc(CN2CCN(C(=O)Cc3ccccc3)CC2)c(OC)c1 | 4 | 3 | 8 | 0.0 | 3
25 | CC1(C)CC(n2[nH]c(=O)c3c2NC(=O)CSC3c2ccccc2)CCO1 (stereo not given) | -2 | 0 | -17 | -0.3 | 17*
26 | Brc1ccc(-[n+]2c(-c3ccccc3)cc(-c3ccccc3)cc2-c2ccccc2)cc1 | 1 | -5 | -3 | -0.2 | -9
27 | C/C(=N\N(C)c1ccccc1)c1c(O)[nH]c(=O)[nH]c1=O | -1 | 6 | 5 | 0.4 | 0
28 | O=C1NC(=S)N(c2ccccc2)C(=O)C1C(c1ccncc1)C1C(=O)NC(=S)N(c2ccccc2)C1=O (stereo not given) | -2 | -13 | -9 | -0.1 | 4
29 | CSc1ccc(CNC2CN3CCC2CC3)cc1 (stereo not given) | -1 | -1 | 8 | 0.1 | -1
30 | CCN(CC)c1ccc(C=C2C(=O)N(C)C(=S)N(C)C2=O)o1 | 7 | -3 | -15 | 0.0 | 9

# | Tn7 DDE FP | ASAP1 GAP inh | ADAM10 inh | ARFGAP1 inhibitor | ADAM17 inh
21 | 3 | -15 | -6 | 10 | -7
22 | 4 | -5 | 1 | -8 | -5
23 | 1 | 9 | -1 | -1 | -3
24 | 6 | -7 | 5 | 5 | 1
25 | -6 | 7 | 7 | 2 | 6
26 | 2 | 10 | -24 | 2 | -8
27 | -3 | -14 | -6 | 3 | -5
28 | 2 | -21 | -2 | 2 | 1
29 | 1 | -2 | -2 | -7 | -3
30 | 4 | -9 | 3 | -6 | 3

# | structure | LEDGF integ inh | DDE Tn6 FP inh | TDP2 absorb | proKLK7 act | PLC-gamma1 inh
31 | CCCCn1c(O)c(C(CC)=Nc2ccc(C(=O)O)cc2)c(=O)[nH]c1=O | -1 | 3 | 5 | 0.0 | -7
32 | CC12CCC3C(CCC4CC(=O)C(C(O)C(F)(F)F)CC43C)C1CCC2O (stereo not given) | -1 | 0 | -5 | 0.1 | 1
33 | COc1ccc(-n2c(-c3ccccc3Br)nc3ccccc3c2=O)cc1 | 0 | 6 | -14 | 0.5 | -2
34 | COc1ccc(O)c(CN2CCCC(C(=O)c3sccc3C)C2)c1 (stereo not given) | 1 | -1 | 5 | -0.3 | 0
35 | COC1CC2C=C(C)C=CC=CC(=O)NC(c3ccccc3)CC=CCCC(O)CC(=O)C2=C1O (stereo not given) | 22* | 11 | 9 | 0.0 | -9
36 | Cc1ccc2c(c1)N(N=O)CCC2 | -1 | 6 | 6 | 0.4 | 0
37 | CCN(CC)C(=O)c1ccc(NC(=O)Cn2nc(C)c3ccccc3c2=O)cc1 | -2 | 6 | -5 | 0.2 | -4
38 | CC(C)=CCOc1c2occc2cc2ccc(=O)oc12 | -3 | 1 | -6 | 2.3 | -34
39 | C(=NC12CN3CN(CN(C3)C1)C2)c1cccs1 | 4 | -4 | -7 | -0.1 | -2
40 | CCOc1cc2c(cc1OCC)-n1cccc1C(c1cccc([N+](=O)[O-])c1)NC2 (stereo not given) | 2 | -4 | -7 | 0.7 | 2
41 | CC(CO)(CO)N=Cc1c(O)n(-c2cccc3ccccc23)c(=O)[nH]c1=O | -3 | 1 | -5 | -0.5 | -5

# | Tn7 DDE FP | ASAP1 GAP inh | ADAM10 inh | ARFGAP1 inhibitor | ADAM17 inh
31 | 15* | -4 | -15 | 0 | -11
32 | 1 | 9 | -11 | 7 | 0
33 | -4 | -5 | 3 | -3 | -3
34 | 8 | -3 | 2 | -4 | 2
35 | -1 | -11 | -4 | -2 | -1
36 | 1 | 7 | -1 | -5 | -1
37 | -5 | 11 | -6 | 1 | -4
38 | 3 | -12 | 9 | -1 | -2
39 | -1 | -2 | 0 | 3 | -5
40 | -3 | 3 | 6 | 14 | 4
41 | 8 | 7 | 3 | -7 | -4

An excerpt of these results, with two lines to a compound.
Every second line gives: LEDGF integ inh, DDE Tn6 FP inh, TDP2 absorb, proKLK7 act, PLC-gamma1 inh, Tn7 DDE FP, ASAP1 GAP inh, ADAM10 inh, ARFGAP1 inhibitor, ADAM17 inh
11. COc1ccccc1N1CCN(Cc2ccccc2Cl)CC1
 : -3, 3, -5, 0.3, 1, 9, 2, 3, 1, 2
40. CCOc1cc2c(cc1OCC)-n1cccc1C(c1cccc([N+](=O)[O-])c1)NC2 (stereo not given)
 : 2, -4, -7, 0.7, 2, -3, 3, 6, 14, 4
10. CCOC(=O)CNC(=S)N1CC2C[C@@H](C1)Cn1c2cccc1=O
 : -1, -11, 2, 0.2, 2, -6, 4, 3, 4, 7
26. Brc1ccc(-[n+]2c(-c3ccccc3)cc(-c3ccccc3)cc2-c2ccccc2)cc1
 : 1, -5, -3, -0.2, -9, 2, 10, -24, 2, -8
5. CN1CCN(c2nc3ccccc3o2)CC1
 : 3, 10, 11, 0.1, 1, -2, -15, -1, 6, -1
23. COC(=O)C1=C(c2ccc(OC)c(OC)c2)C[C@@H]2CC[C@H]1N2C(=O)NCc1cc(C)oc1C(F)(F)F
 : 2, 5, -3, 0.1, 1, 1, 9, -1, -1, -3

High-throughput results: PubChem, The Scripps Research Institute Molecular Screening Center
